HSF1 activator: increases HSF-1 driven luciferase reporter signal | NIH3T3-HGL HSF-1 luciferase reporter, MG132, 8 h; 100% = twice DMSO control signal | activation, % at 9 µM | 300,000 tested, 1.7% active | AID 504408;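 active means mean replicate activation of at least 50% with a set share of replicates each reaching 50%; inconclusive means only one of those two conditions met; inactive means mean below 50% and too few replicates reaching it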;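 further: 0% = median of the neutral control wells and 100% = twice that signal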
GSK3beta inhib: inhibitors of human GSK3beta kinase. 300,000 tested, 0.038% active. activity score (negative = inhibition), % at 10 µM. GST-GSK3beta kinase, ADP-Glo luminescence, 60 min; hits give low values. P49841;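 active means more than half of replicate wells score below -50%, meaning over 50% inhibition versus plate controls; inconclusive means some replicates but at most half score below -50%; inactive means no replicate scores below -50%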;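 further: 0% = median DMSO wells and -100% = median GW8510 positive control wells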
Target sequence (P49841 whole entry, looked up): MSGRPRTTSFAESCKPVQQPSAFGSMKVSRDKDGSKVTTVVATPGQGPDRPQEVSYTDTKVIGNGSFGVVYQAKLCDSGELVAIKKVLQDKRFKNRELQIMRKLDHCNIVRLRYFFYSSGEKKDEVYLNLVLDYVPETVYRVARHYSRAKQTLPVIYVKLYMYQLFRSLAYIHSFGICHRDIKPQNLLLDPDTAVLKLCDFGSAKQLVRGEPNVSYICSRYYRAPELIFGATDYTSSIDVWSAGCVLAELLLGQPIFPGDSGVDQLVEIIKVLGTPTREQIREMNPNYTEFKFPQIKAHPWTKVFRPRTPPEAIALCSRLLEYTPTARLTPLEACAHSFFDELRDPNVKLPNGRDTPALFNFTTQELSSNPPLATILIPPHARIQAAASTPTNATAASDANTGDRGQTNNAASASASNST
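Assay system: GST-fused GSK3beta enzyme, cell-free / Medium: Tris pH 7.5 buffer with MgCl2, DTT, BSA, heparin / Also added: peptide substrate plus 25 µM ATP (final) / Compound: 10 µM single point / Timing: kinase reaction with compound 60 min at room temperature / Detection: ADP-Glo luminescence / Benchmarks: DMSO neutral wells and GW8510 at 20 µM as positive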
HSP90 inh: HSP90 refolding inhibition in rabbit reticulocyte lysate; inhibition, % at 5.6 µM; 290,000 tested, 0.91% active; AID 1789; luciferase refolding luminescence, 3 h;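 active means inhibition above the screen-wide mean plus 3 SD, computed separately per campaign, cut at about 16% in these data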;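 further: 0% = DMSO wells and 100% = 60 µM geldanamycin wells; inhibitors lower the luminescence because luciferase stays unfolded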
KLF5 inh: inhibitors of KLF5 expression; 290,000 tested, 0.23% active; DLD-1 KLF5 promoter-luciferase reporter, luminescence; inhibition, % at 5 µM;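 active means inhibition above a per-plate limit of that plate's mean compound inhibition plus 3 SD, cut at about 60% in these data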;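 further: 0% = DMSO wells and 100% = LY294002 at 200 µM; higher means less KLF5 promoter-driven luciferase light; inactives centre near -14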
HIF activator: HIF pathway transcriptional activation | U2OS HRE-luciferase reporter, luminescence; normalized: DMSO 0%, desferrioxamine 100% | AID 1910 | 300,000 tested, 0.32% active | activation, % at 7.5 µM (by protocol);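 active means mean activation of at least 10% of the iron chelator positive control signal, with at least half of replicates also reaching 10%; inconclusive means mean and replicate majority disagree about reaching 10%; inactive means mean and most replicates under 10%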
IEC-6 tox: counter-screen for KLF5 inhibitors: cytotoxicity in IEC-6 cells; IEC-6 cytotoxicity, luminescence viability; inhibition, % at 5 µM; 290,000 tested, 0.78% active; in the data active means inhibition above about 22%;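 further: 0% = plate median of test compound wells and 100% = cytotoxic reference compound wells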
aSyn UTR inh: MLPCN primary screen, SNCA 5' untranslated region; alpha-synuclein 5'UTR reporter, inhibitor activity; inhibition, % (tested at 7.5 µM); 300,000 tested, 0.82% active; AID 1813; in the data active means inhibition above about 60%; inconclusive means no clear call, values can overlap the other calls;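 further: H4 neuroglioblastoma cells stably carrying SNCA 5'UTR luciferase fusion; 0% = DMSO wells and 100% = positive control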
AI-2 QS mod: modulates the Vibrio harveyi AI-2 quorum sensing system | activity change, % at 7.5 µM | Vibrio harveyi JMH597 AI-2 luminescence/OD600 ratio, 9 h; hits give low values; strain lacks LuxN and CqsS sensors; 0 = neutral-control median | AID 2094 | 300,000 tested, 0.4% active; in the data active means activity change below about -75%, passing the limit was not always enough; inconclusive means no clear call, values can overlap the other calls;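 further: luminescence divided by OD600 gain over 9 h not by final OD600 alone; inactives centre near 13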
HSF1 inh: HSF1 inhibition | NIH3T3-HGL HSE-luciferase, MG132-induced, luminescence 8 h; hits give low values | activity change, negative = inhibition, % at 7.5 µM (by protocol) | 300,000 tested, 0.77% active | AID 2098;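 active means more than half of replicate wells show activity change below -50%, luminescence cut by over half; inconclusive means some wells, but at most half, below -50%; inactive means no replicate well below -50%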;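 further: luciferase reports HSF-1 transcriptional activity via heat shock element; 0% = median of DMSO wells and -100% = zero luminescence signal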
GSK3A inh: human GSK-3 alpha kinase inhibition | AID 2650 | 320,000 tested, 0.1% active | ADP-Glo luminescence, 60 min | P49840 | inhibition, % at 10 µM;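 in the data active means inhibition above about 50%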;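 further: GST-tagged GSK-3 alpha with peptide substrate and 25 µM ATP; 0% = DMSO neutral wells and 100% = GW8510 positive control wells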
Target sequence (P49840 whole entry, looked up): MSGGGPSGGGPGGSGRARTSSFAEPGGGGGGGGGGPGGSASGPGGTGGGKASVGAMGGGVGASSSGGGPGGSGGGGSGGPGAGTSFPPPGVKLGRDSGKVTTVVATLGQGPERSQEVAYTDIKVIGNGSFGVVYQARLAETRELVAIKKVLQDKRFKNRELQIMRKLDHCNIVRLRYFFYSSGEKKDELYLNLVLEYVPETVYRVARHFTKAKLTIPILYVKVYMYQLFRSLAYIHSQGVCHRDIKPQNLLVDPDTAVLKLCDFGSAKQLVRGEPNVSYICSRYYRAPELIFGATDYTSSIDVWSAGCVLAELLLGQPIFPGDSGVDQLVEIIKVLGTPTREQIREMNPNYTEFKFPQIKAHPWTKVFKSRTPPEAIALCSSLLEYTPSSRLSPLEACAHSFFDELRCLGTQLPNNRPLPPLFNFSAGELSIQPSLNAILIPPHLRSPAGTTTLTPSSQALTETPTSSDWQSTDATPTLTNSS
* = called active by the depositor; ? = inconclusive; nt = not tested or not shown.

SMILES	KLF5 inh	HSF1 activator	GSK3beta inhib	HSP90 inh	IEC-6 tox	GSK3A inh	aSyn UTR inh	AI-2 QS mod	HSF1 inh	HIF activator
CC(=O)NCc1ccc(C(=O)CCl)cc1	-9	-5	2	0	1	-1	-21	42	-2	-0.1
O=C(NCc1ccccc1)c1ccc2c(=O)n(CCCN3CCCC3=O)c(=S)[nH]c2c1	-56	8	-6	0	-2	4	4	22	-3	-0.6
O=C(Cn1c(=O)cnc2ccccc21)Nc1ccccc1N1CCOCC1	1	-9	0	9	-7	5	6	30	-7	0.0
CO/N=C(/CN1CCCCC1)c1ccc(Cl)cc1	-11	-2	-1	-3	-4	-1	7	33	-8	-0.9
CCc1ccc(C(=O)CN2C(=O)NC(C)(c3ccc(C)cc3)C2=O)cc1 (centres undefined)	-10	-3	-2	2	-2	-1	18	-22	0	-0.6
COC(/C(=N/O)c1ccc(Cl)cc1)c1ccccc1 (centres undefined)	-22	42	3	4	28*	-2	-8	18	15	1.5
CC(C)Cc1ccc(CN2CCCC(NC(=O)c3cnc4ccccn4c3=O)C2)cc1 (centres undefined)	-31	-9	2	-2	-3	-3	-16	26	-6	-0.8
O=C(Cn1cc2c(n1)CCCC2)NC1CCN(Cc2ccccc2)CC1	-9	-7	3	-1	-1	nt	2	32	-6	0.2
CCCc1cc(C(=O)Cc2ccc(C(=O)OCC)o2)c(O)cc1O	9	-10	-2	-1	0	-3	5	18	1	-0.4
Cc1ccnc(NC(=O)CCC(=O)N(CC(=O)NCCc2ccccc2)Cc2cccs2)c1	-20	6	-37	-3	-5	40	-22	-14	-4	-0.8
Cc1ccc(/C=C/C(=O)O)cc1S(=O)(=O)NCc1ccco1	-16	1	12	2	1	-2	-21	2	-2	-0.4
COc1cc(/C=C2\Oc3cc(O)ccc3C2=O)ccc1O	nt	14	-32	nt	nt	63*	-194	83	17	2.6
O=C(Nc1nccs1)c1cc2sccc2n1Cc1ccc(F)cc1	-13	8	0	0	1	-2	24	13	-6	0.0
COc1cccc(/C=C2\Oc3cc(OCC(=O)N4Cc5ccccc5C[C@H]4C(=O)O)ccc3C2=O)c1	-4	-15	1	-5	0	5	13	29	-4	-0.3
Cc1ccc(C(C)NC(=O)c2cc3ccccc3oc2=O)cc1C (centres undefined)	-43	16	3	-3	3	3	-11	10	5	0.2
Cc1cc(C)cc(Oc2coc3cc(OC(=O)c4cccnc4)ccc3c2=O)c1	10	-5	3	3	4	-2	19	-12	2	-0.5
N#CCCn1nc(-c2ccc([N+](=O)[O-])cc2)cc1Nc1ccccc1NC(=O)C(F)(F)F	-12	5	0	-7	-2	-1	-19	0	-7	-0.3
CCOCCOc1nc2c(c(=O)n(C)c(=O)n2C)n1CCc1ccccc1	-11	19	2	-3	2	2	14	16	-2	-22
CCc1cccc(CC)c1NC(=O)CN1CC(C)SC1=NC1CCCCC1 (centres undefined)	12	-5	0	2	-3	1	-37	0	4	1.1
COc1ccccc1C1C(C(N)=O)=C(C)Nc2nc(CCCO)nn21 (centres undefined)	-5	2	1	-2	-1	0	-16	17	-2	0.1
CC(/C=N\Nc1nnc2c(n1)[nH]c1c(C)cccc12)=C\c1ccco1	-46	-10	3	-2	-1	0	-60	12	-3	0.0
CCOC(=O)C1CCN(C(=O)Nc2ccc(Cl)cc2)CC1	-27	6	-2	0	-3	-2	-11	26	5	2.0
Cn1c(=O)n(CC(=O)NCc2cccnc2)c2ccccc21	-11	13	2	-4	0	0	32	25	-1	0.4
COc1ccc(NC(=O)CSCC(=O)OCc2cccc(OC)c2OC)cc1	nt	-10	4	nt	nt	-3	0	23	-4	-1.2
COc1ccc(NC(=O)c2cc(N3C(=O)C4C5CCC(C5)C4C3=O)ccc2Cl)c(OC)c1 (centres undefined)	0	6	1	5	8	1	-5	4	2	-0.2
CCOC(=O)c1cnc2sccn2c1=O	19	-7	5	-2	-1	-4	-32	10	-1	0.1
O=C(O)CNc1nc(Cl)ccc1[N+](=O)[O-]	-18	-5	0	4	3	-4	-39	-32	-6	-47
COc1ccc([C@H]2/C=C\CN(C(=O)c3ccccc3)[C@@H](C)C(=O)N2Cc2ccc(F)cc2)cc1	nt	nt	-3	nt	nt	0	1	26	22	0.0
Oc1ccccc1N=Cc1ccc[nH]1	4	-12	2	4	4	-5	-8	17	1	-1.1
CC1CCN(S(=O)(=O)c2ccc3c(c2)oc(=O)n3CC(=O)NCc2ccc3c(c2)OCO3)CC1	-26	33	3	-2	-8	-3	23	-2	12	0.3
COC(=O)c1ccc(C(=S)NCC2(N(C)C)CCCCC2)cc1	-20	0	0	3	3	5	9	-13	4	-0.2
CC(C)Cc1nn2c(=O)cc(O)nc2s1	-17	2	-5	-3	8	nt	-9	21	-11	-0.2
CCCCn1c(SCc2ccc(C(=O)OC)o2)nc2cc(S(N)(=O)=O)ccc21	-5	19	2	-6	-5	1	5	11	1	0.2
O=C(Nc1ccc2c(c1)OCCO2)c1c(F)cccc1F	-69	41	-1	7	1	-3	-122	13	28	1.3
CCCSc1nnc(NC(=O)c2sc3nc(-c4cccs4)ccc3c2N)s1	-3	3	-3	1	2	0	-29	40	0	-0.3
O=C1CC(c2cccs2)CC2=C1C(c1ccccc1)n1ncnc1N2 (centres undefined)	-14	-10	3	0	-3	2	16	10	-2	-0.1
COc1ccc(C(O)P(=O)(OC(C)C)OC(C)C)cc1OC (centres undefined)	nt	-5	3	nt	nt	nt	4	28	-1	0.0
C#CCn1c(-c2ccccc2)ccc(C#N)c1=O	1	2	0	2	1	-5	26	-3	-2	0.0
COC(=O)N/N=C/c1cc(Cl)cc(Cl)c1OCc1ccccc1	-21	-2	4	4	-2	1	23	9	-12	-0.4
COc1ccc(CNCC(O)(c2ccccc2)c2ccc(F)cc2)cc1 (centres undefined)	-2	20	0	4	4	-3	0	24	4	0.4
COc1ccc(Cc2nnc(SCC(=O)NCC3CCCO3)o2)cc1 (centres undefined)	-26	nt	-1	-3	2	-3	21	21	nt	-0.5
O=C(O)CCS(=O)(=O)c1ccccc1Cl	-50	nt	-1	0	1	-1	3	4	nt	-0.2
O=C(c1cc(COc2c(F)cccc2F)on1)N1CCC(c2ccncc2)CC1	16	-2	-3	0	12	-1	-4	19	0	-0.1
COc1ccc(CCN=Cc2ccc(O)cc2)cc1OC	-39	-14	-1	-1	2	-1	-7	12	-6	-0.9
Oc1ccc(/C=N/Nc2cc(N3CCCC3)nc(N3CCCC3)n2)cc1	-24	7	-2	-3	-2	1	4	32	3	-0.3
Cn1cc(C(=O)c2ccc(Cl)cc2Cl)cc1C(=O)N/N=C(\N)COc1ccc(Cl)cc1	-11	-11	-2	-3	6	0	42	40	6	-0.3
Cc1cccc2c1N(CCOc1ccccc1)C(=O)C2=O	-5	-6	-1	0	12	-6	-19	21	-6	0.4
Cc1ccc(NC(=O)c2cc3c(s2)CCCC3)cc1	-164	?	-1	-1	4	-3	-193	27	34	3.6
CCC(C)NC(=O)C1CCN(S(=O)(=O)c2ccc3nc4c(c(C(=O)O)c3c2)CCCCC4)CC1 (centres undefined)	4	17	2	4	1	-2	7	2	-3	-0.2
COc1cc2[nH]c(=O)n(CCC(=O)N3CC=C(c4ccccc4)CC3)c(=O)c2cc1OC	-20	19	-4	2	-1	0	-2	8	-4	-0.2
COc1cc(NC(=O)C2CC2)c(OC)cc1NC(=O)c1ccco1	-4	8	2	-1	1	1	-15	9	0	0.1
Cc1noc(C)c1COc1ccc(C(=O)OCC(=O)OC(C)(C)C)cc1	-18	10	0	-2	8	-1	-1	15	-8	0.0
Cc1ccc(NS(=O)(=O)c2cccc(C(=O)NCCCn3ccnc3)c2)cc1	nt	6	1	nt	nt	-4	1	7	-8	-0.3
O=[N+]([O-])c1ccc(/C=N/n2c(COc3ccccc3)n[nH]c2=S)cc1	3	6	1	1	6	4	18	33	-1	-0.1
COc1ccc(NC(=O)CSc2nc(SC)ns2)cc1	-153	27	-2	-3	1	-2	-145	24	24	4.2
CCCNC(=O)COC(=O)c1ccccc1C(=O)N(C)C1CCCCC1	-28	15	0	0	5	-3	-3	11	-6	-0.1
CC(C)OCCCn1c(SCC(=O)Nc2ccccc2C(F)(F)F)nc2nccnc2c1=O	9	2	0	-9	-8	-3	15	18	0	-0.3
Cc1cccc(-n2ccnc2SCC(=O)Nc2nnc(C)s2)c1	-17	6	-7	-3	-1	-3	32	7	2	0.2
Cc1cc(C)nc(SCC(=O)N(C)C)n1	-28	-16	0	1	1	2	7	8	-1	-0.1
Cc1ccc(S(=O)(=O)NCC(=O)OCC(=O)N2CCc3ccccc32)cc1	-29	-8	2	-2	-7	3	11	18	-4	-0.1

(listing goes on)
SMILES	KLF5 inh	HSF1 activator	GSK3beta inhib	HSP90 inh	IEC-6 tox	GSK3A inh	aSyn UTR inh	AI-2 QS mod	HSF1 inh	HIF activator
CCc1c(O)nc(SCC(=O)Nc2ccccc2)n(C(C)CC)c1=O (centres undefined)	-24	3	-2	0	-3	-1	-6	7	26	0.1
Cc1cc(C)cc(N(CC(=O)Nc2cc(C)ccc2C)S(=O)(=O)c2c(C)[nH]c(=O)[nH]c2=O)c1	-25	-9	0	0	-4	nt	21	18	-7	-0.2
S=c1[nH]nc(-c2cc3ccccc3o2)n1Cc1ccccc1	-100	-6	-1	3	2	-3	-11	19	-4	-0.3
CCOc1ccccc1N1CCN(C(=O)c2csc(C)c2CC)CC1	-5	-7	3	4	3	-2	21	24	8	-0.8
O=S(=O)(c1ccc(-c2ccccc2)cc1)N1CCCC1	-8	-3	2	5	-2	-2	2	35	2	-0.3
COc1ccc(/C=N/Nc2nc(Nc3ccccc3)nc(N3CCCC3)n2)cc1	-21	-4	-5	-3	2	1	2	30	-4	0.3
CCOCC(=O)Nc1cc(C(=O)OC)cc(C(=O)OC)c1	-6	-3	1	5	4	-4	6	4	-3	-0.4
CCOC(=O)C1=C(C)NC(=O)NC1c1ccccc1OCc1c(F)cccc1Cl (centres undefined)	2	15	-3	3	0	0	-39	-1	6	1.4
COc1ccc(OCc2nnc(SC(C)C(=O)Nc3nccs3)n2-c2ccccc2)cc1 (centres undefined)	-28	5	6	1	2	1	12	3	-6	0.0
COc1ccc(S(=O)(=O)NCc2ccc(C(=O)NCc3cccnc3)cc2)cc1	-25	-2	1	-1	-3	0	-12	34	0	0.7

Screening data (PubChem BioAssay)
